Lipid droplet: hepatic lipid droplet formation modulation; 0.4% of 240,000 active; AID 1656; inhibition, % at 6.5 µM; AML12 mouse hepatocytes, oleate lipid droplets, BODIPY imaging;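 active = lipid droplet intensity inhibited by at least 50%, with more than 500 cells counted; inconclusive = wells with under 300 cells, treated as cytotoxic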
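Technique: fluorescence imaging, 20x objective, two fields per well / Assay system: AML12 hepatocytes (mouse) / Measure: % inhibition of lipid droplet signal / Doses: 6.5 µM single-point dosing / Incubation: overnight exposure / Reagent: 100 µM oleic acid challenge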
WT yeast gro inh: growth inhibition of WT yeast, mitochondrial fusion screen; mitochondrial fusion phenotypic screen, WT strain; inhibition, % at 10 µM; 2.1% of 190,000 active; AID 1362; in the data active = inhibition above about 58%; tested in S. cerevisiae
Autophagy mod: modulators of autophagy; MEF GFP-LC3 puncta imaging; test concentration mostly 10 µM; calls only at 10 µM (by protocol); 0.98% of 190,000 active;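 active = percentage of spot-positive cells more than 3 SD above its plate mean, without a fluorescence outlier flag or 80% toxicity; inconclusive = no clear call, values can overlap the other calls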;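 also: spot-positive cell cutoff set from DMSO-treated cells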
MT stabilize HCS: microtubule stabilizers in HeLa cells | HeLa tubulin immunostaining HCS, 24 h; share of cells brighter than vehicle mean+2SD | % tubulin-high responders, % at 10 µM | 0.83% of 200,000 active | AID 2205;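 active = plate Z-score above 3 for both tubulin-high and condensed-nucleus cell shares, with cell loss under 80%, at 10 µM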;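 also: anti alpha tubulin signal scored within the nucleus-defined area of each cell; some results filed as inactive read as strong as hits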
Insulin prom up: MIN6 insulin promoter up-regulation; MIN6 insulin promoter-GFP reporter, high-content imaging; active compounds read high; AID 1625; z-score at 5 µM; 0.3% of 190,000 active;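 active = z-score above 3 at 5 µM with at least 500 cells counted in the well; inconclusive = wells under 500 cells, flagged as cytotoxic or low count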
West Nile virus CPE: inhibition of WNV-induced cytopathic effect – cell-based, CPE readout (AID 1621) | West Nile virus-infected cells, CPE inhibition; higher % means a stronger effect | 0.02% of 290,000 active | one-dose CPE inhibition, % at 10 µM; IC50 in µM for titrated hits; in the data active = a potency from the dose series; inconclusive = CPE inhibition mostly from about 3.7% at the one dose, without a potency; inactive = the rest, 99 in 100 with CPE inhibition below about 2.2%; also: strong numbers were not always called active
T cell modulator: modulates CD8 T cell binding to vesicles | 2C CD8+ T cell-vesicle binding, flow cytometry; active compounds read low | calls only at 7 µM | AID 2052 | 0.068% of 330,000 active;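 active = response, share of CD8 T cells binding vesicles, and their 90th percentile fluorescence all below set limits, cut at about 80% in these data, passing the limit was not always enough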
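Assay system – 2C mouse CD8+ T cells · Also added – QL9-loaded Drosophila micro-vesicles · Timing – Cell–vesicle co-incubation 1.5 h at 37 °C, staining 20 min on ice · Signal – flow cytometry of vesicle-bound cells · Measure – percent CD8+ FL2 mean versus row control · Controls – Peptide-free naked vesicles (low) and QL9 vesicles with 0.7% DMSO vehicle (high)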
Myeloid diff 2: promotes myeloid progenitor differentiation | ER-HoxA9 myeloid progenitors, lysozyme-GFP differentiation, flow cytometry | calls only at 10 µM | 1% of 360,000 active | AID 624256;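 active = normalized GFP-positive differentiation at or above the plate's own cutoff, the solvent-only control mean plus 3 SD; inconclusive = no clear call, values can overlap the other calls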;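 also: cells exposed to compound for four days before flow analysis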
bCat nuc transl: modulators of beta-catenin nuclear translocation; HeLa beta-catenin nuclear translocation, immunofluorescence imaging; nuclear translocation activity, % at 5 µM; 0.3% of 190,000 active; AID 1665;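 active = nuclear translocation activity above 50% at 5 µM, with a well cell count of 50 or more; inconclusive = wells under 50 cells across six images, flagged as toxic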;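 also: per-cell ratio of nuclear to cytoplasmic median beta-catenin stain intensity; plate controls were DMSO negative control for no effect and GSK-3 inhibitor IX positive control for full effect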
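System: Human HeLa cells, endogenous beta-catenin | Compound dosing: 5 µM primary, 0.02–20 µM confirmation | Timing: 24 h compound exposure at 37°C, 5% CO2 | Measured by: Fluorescence imaging of beta-catenin antibody stain plus DAPI | Read-out basis: % activation of per-cell nuclear versus cytoplasmic median beta-catenin signal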
WT yeast gro inh mutant strain: second read-out of WT yeast gro inh, no call of its own (marks repeat the call); inhibition, %; mitochondrial fusion phenotypic screen, mutant strain inhibition
Insulin prom up cell count: further read-out of Insulin prom up, marked with its call; cell count; measured here: cytotoxicity, nuclei count;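 total cells summed across four imaged fields per well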
Lipid droplet cells 6.5 µM: recorded beside Lipid droplet, whose call it bears; cell count; measured here: cell count, cytotoxicity flag;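 cells counted across two imaged fields per well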
bCat nuc transl cell count 5 µM: also measured in bCat nuc transl; calls as there; cell count; measured here: cell count, cytotoxicity flag
T cell modulator vesicle-bound %: second read-out of T cell modulator, no call of its own (marks repeat the call); double positive events, %; measured here: CD8+ vesicle-bound cell fraction;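 binding gate set so that unloaded-vesicle control wells show 10% double positive cells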
MT stabilize HCS Hoechst-high %: further read-out of MT stabilize HCS, marked with its call; % Hoechst-high responders; measured here: nuclear condensation Hoechst responders;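 share of cells brighter than vehicle mean plus two SD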
MT stabilize HCS cytotoxicity %: recorded beside MT stabilize HCS, whose call it bears; toxicity, %; measured here: cytotoxicity by cell density;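 0% = mean cell density of plate MIN control wells and 100% = no cells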
Autophagy mod cell loss 18 h: further read-out of Autophagy mod, marked with its call; toxicity, %; measured here: cell loss, nuclei count;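 cell loss after 18 h compound exposure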
Myeloid diff 2 GFP+ MAC1+ %: further read-out of Myeloid diff 2, marked with its call; GFP+ MAC1+ double positive, %; measured here: differentiation confirmed by MAC1 staining
The depositor's hits bear a star; i = inactive; u = inconclusive; x = not tested or not shown; + = active, no number.

Order of values – Lipid droplet | Lipid droplet cells 6.5 µM | WT yeast gro inh | WT yeast gro inh mutant strain | Autophagy mod | Autophagy mod cell loss 18 h | MT stabilize HCS | MT stabilize HCS Hoechst-high % | MT stabilize HCS cytotoxicity % | Insulin prom up | Insulin prom up cell count | West Nile virus CPE | T cell modulator | T cell modulator vesicle-bound % | Myeloid diff 2 | Myeloid diff 2 GFP+ MAC1+ % | bCat nuc transl | bCat nuc transl cell count 5 µM
COCCn1c(N)c(Sc2ccc([N+](=O)[O-])cc2)c(=O)[nH]c1=O
 : 9 | 668 | 3 | 3 | i | 12 | 1.7 | 1.7 | 4.1 | -0.26 | 1608 | -0.1% | i | 53 | i | 0.3 | -7.0 | 1195
Nc1ccccc1-c1nnc(SCc2ccccc2F)[nH]c1=O
 : 4 | 701 | 24 | 19 | i | -5 | 1.5 | 2.4 | 13 | -0.29 | 1266 | 0.0% | i | 31 | i | 0.8 | 0.5 | 1192
CN(Cc1nc(-c2ccc(Cl)cc2)no1)C(=O)CCN1C(=O)[C@H]2CC=CC[C@H]2C1=O
 : 9 | 756 | x | x | x | x | x | x | x | x | x | -1.2% | i | 16 | i | 0.0 | x | x
CCOC(=O)NC(=O)c1cn(CCNCCO)c(=O)[nH]c1=O
 : 8 | 662 | -7 | 5 | i | -2 | 6.9 | 1.3 | 8.0 | 0.36 | 1573 | 0.2% | i | 13 | i | 0.2 | 1.1 | 1093
C(=N\Nc1nc2ccccc2[nH]1)/c1ccncc1
 : -4 | 711 | -1 | -26 | i | 15 | 2.9 | 3.5 | 0.6 | -0.67 | 1168 | -0.1% | i | 34 | i | 0.2 | 1.8 | 1019
CCC[N+](CC#Cc1ccccc1)(CCC)CC(=O)c1ccc(Cl)cc1
 : -70 | 475 | 3 | -26 | i | 3 | 2.9 | 3.7 | 15 | x | x | -0.7% | i | 6 | i | 0.5 | 0.1 | 965
COc1ccc(C(=O)Nc2ccccc2Cc2ccccc2)c(OC)c1
 : -9 | 663 | 34 | 1 | i | 12 | 2.8 | 2.4 | 4.4 | -1.2 | 1324 | 0.3% | i | 47 | i | 1.5 | -2.9 | 1093
Cc1ccc(CNC(=O)CCCCCNC(=O)N2CCn3c2nc2ccccc23)cc1
 : 19 | 810 | x | x | x | x | x | x | x | x | x | -0.1% | i | 42 | i | 0.5 | x | x
COc1ccc(/C=C/c2nc(N)nc(-c3ccccc3O)n2)cc1
 : 9 | 601 | 4 | 4 | i | -2 | 5.5 | 2.2 | 2.6 | 0.55 | 1384 | -0.2% | i | 51 | i | 0.5 | -2.0 | 1108
C[n+]1c2n(c3ccccc31)N=C(c1ccc(-c3ccccc3)cc1)CS2
 : -33 | 548 | 87* | 77* | i | 15 | 4.8 | 2.9 | 6.3 | u | x | 0.0% | i | 51 | x | x | -2.2 | 773
O=c1sc2ccccc2c(N2CCCCC2)c1[N+](=O)[O-]
 : -2 | 699 | -1 | 11 | i | -20 | 3.8 | 1.3 | 3.0 | 0.63 | 1538 | 0.1% | i | 38 | i | 0.1 | -4.8 | 1113
Cc1ccc(-c2nc(CN(C)Cc3cccc4cnccc34)c(C)o2)s1
 : -2 | 708 | 19 | 13 | i | 2 | 4.6 | 1.7 | 6.6 | 1.2 | 1273 | -1.3% | i | 36 | i | 1.1 | -0.7 | 1133
CN(CCc1ccccn1)C(=O)c1ccc(OC2CCN(Cc3ccccn3)CC2)cc1
 : 3 | 683 | x | x | x | x | x | x | x | x | x | -0.5% | i | 2 | i | 2.3 | x | x
COc1ccc(C(=O)O)cc1N1C(=O)Nc2ccccc2N1O
 : -5 | 703 | -4 | -18 | i | -3 | 3.0 | 2.3 | 8.7 | -0.34 | 1178 | x | i | 30 | i | 0.9 | -1.1 | 1122
Cc1ccc([N+](=O)[O-])cc1NC(=O)CN(C(=O)c1ccc(Cl)cc1)C1CCCCC1
 : x | x | 11 | 10 | i | 15 | 1.9 | 1.0 | 6.6 | -0.28 | 1539 | 0.1% | i | 14 | i | 0.3 | -1.9 | 1295

Arranged by the number under T cell modulator vesicle-bound % (largest number first): three from the list above.
Structure | T cell modulator vesicle-bound %
C[n+]1c2n(c3ccccc31)N=C(c1ccc(-c3ccccc3)cc1)CS2 | 51
O=c1sc2ccccc2c(N2CCCCC2)c1[N+](=O)[O-] | 38
COc1ccc(C(=O)O)cc1N1C(=O)Nc2ccccc2N1O | 30

Carrying on:
Order of values – Lipid droplet | Lipid droplet cells 6.5 µM | WT yeast gro inh | WT yeast gro inh mutant strain | Autophagy mod | Autophagy mod cell loss 18 h | MT stabilize HCS | MT stabilize HCS Hoechst-high % | MT stabilize HCS cytotoxicity % | Insulin prom up | Insulin prom up cell count | West Nile virus CPE | T cell modulator | T cell modulator vesicle-bound % | Myeloid diff 2 | Myeloid diff 2 GFP+ MAC1+ % | bCat nuc transl | bCat nuc transl cell count 5 µM
Cc1ccc(N)c(C(=O)CCCCC(=O)O)c1
 : x | x | 0 | -16 | i | 25 | 3.3 | 2.3 | 3.7 | -0.23 | 1024 | -0.4% | i | 37 | + | 2.3* | 1.7 | 1196
CCOP(=O)(c1ccccc1)c1nc(-c2ccccc2Cl)oc1N1CCCCC1 (stereo not drawn)
 : -28 | 731 | 66* | 19* | i | 0 | 2.3 | 0.7 | 15 | x | x | 0.1% | i | 7 | i | 3.7 | u | x
COCCNc1c(-c2ccc(OC)cc2)nc2ccc(Cl)cn12
 : -1 | 745 | 4 | 19 | i | -2 | 4.5 | 3.4 | 2.9 | -0.64 | 1433 | -0.7% | i | 40 | i | 0.4 | 0.5 | 1560
Cc1nnc(SCCn2c(Br)nc3c2c(=O)n(C)c(=O)n3C)s1
 : -4 | 635 | 3 | 2 | i | 2 | 2.7 | 0.4 | 19 | -0.62 | 1935 | 0.3% | i | 48 | i | 0.8 | -1.5 | 1089
CCN1CCN(c2c(Cl)cccc2NC(=O)c2ccc([N+](=O)[O-])o2)CC1
 : -38 | 629 | x | x | x | x | x | x | x | x | x | 1.2% | i | 33 | i | 0.6 | x | x
O=C(NC(=S)Nc1cccc2c(O)cccc12)c1cccc(Br)c1
 : 0 | 768 | x | x | x | x | x | x | x | -0.35 | 1513 | -0.8% | i | 49 | i | 0.6 | 0.1 | 1013
COC(=O)[C@H](C)NC(=O)Nc1cccc(C(F)(F)F)c1
 : -5 | 711 | -4 | -9 | i | 1 | 2.0 | 1.9 | 9.3 | x | x | -0.3% | i | 18 | i | 1.0 | -0.5 | 1072
CCOc1ccccc1N1CC(C(=O)Nc2ccccc2CC)CC1=O (stereo not drawn)
 : -3 | 817 | x | x | x | x | x | x | x | x | x | -0.3% | i | 23 | i | 1.9 | x | x
CCn1nc(C)c(NC(=O)/C=C/c2cnn(C)c2C)c1C
 : x | x | -38 | 2 | i | 24 | 4.1 | 2.7 | 6.6 | x | x | 0.2% | i | 34 | i | 0.7 | x | x
CCOC(=O)N1CCN(C(=O)Cc2ccc(-n3c(=O)[nH]c4ccccc4c3=O)cc2)CC1
 : x | x | -2 | 9 | i | -5 | 2.8 | 1.8 | 6.3 | 0.69 | 1523 | 0.7% | i | 38 | i | 1.1 | -4.7 | 975
CN(CCOC(=O)c1cccc(F)c1)Cc1ccccc1
 : -9 | 571 | -11 | 5 | i | 27 | 3.8 | 2.2 | 6.7 | -0.04 | 1405 | 0.8% | i | 61 | i | 0.3 | -2.5 | 1144
COc1ccc(-c2nc3ccccc3nc2-c2ccc(OC)c(OC)c2)cc1OC
 : 7 | 806 | x | x | x | x | x | x | x | x | x | -0.2% | i | 69 | i | 0.1 | x | x
O=C(CCCc1nc2ccccc2s1)Nc1ccccc1
 : 6 | 736 | -7 | -3 | i | -11 | 3.4 | 2.1 | 7.1 | 0 | 1160 | x | i | 34 | i | 0.1 | -3.7 | 1153
CCOc1ccccc1NC(=O)CCS(=O)(=O)c1cccc2nonc12
 : 0 | 761 | 8 | 4 | i | 24 | 3.5 | 2.2 | 4.5 | -0.83 | 1235 | 1.2% | i | 35 | i | 0.4 | -1.5 | 1169
CCOC(=O)C1(Cc2cccc(Cl)c2)CCCN(C(=O)c2ccoc2C)C1 (stereo not drawn)
 : -24 | 649 | x | x | x | x | x | x | x | x | x | -0.2% | i | 43 | i | 0.5 | x | x
CCCCCCCCc1c(O)nc(-n2[nH]c(C)c(CCO)c2=O)[nH]c1=O
 : 7 | 697 | -1 | -2 | i | -7 | 2.4 | 1.9 | 6.8 | 1.2 | 1598 | 0.1% | i | 58 | i | 0.8 | -3.9 | 1045
CN1CCN(C2=CC(=O)OC23CCCCC3)CC1
 : -2 | 774 | -7 | 9 | i | 1 | 3.6 | 2.7 | 6.4 | x | x | -0.1% | i | 57 | i | 0.5 | -6.3 | 502
COC(=O)c1c(C)[nH]c(C)c1-c1ccccc1
 : x | x | 13 | -16 | i | 12 | 5.9 | 2.0 | 13 | -0.33 | 1409 | -0.4% | i | 57 | i | 0.8 | 1.3 | 1345
C=CCNC(=O)c1cc2c(C(F)(F)F)nn(C)c2s1
 : x | x | 8 | 2 | i | 31 | 1.9 | 1.7 | 8.6 | -0.62 | 1371 | -0.5% | i | 32 | i | 1.2 | -1.4 | 1438
CCCCC(C(=O)OCC)C(N)Cc1ccc(F)cc1 (stereo not drawn)
 : -4 | 723 | 9 | -4 | i | 12 | 3.3 | 2.1 | 5.4 | 0.41 | 1259 | -0.6% | i | 56 | i | 0.4 | -0.5 | 1169
